Source: PubChem BioAssay
miR-122 sensor: inhibitors of miR-122 in Huh7 cells. Huh7 miR-122 Renilla luciferase sensor, 48 h; neutral wells = 0, positive control = 100. activation (reporter increase), % at 12.5 µM. 340,000 compounds, 0.3% hits. AID 602342;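 active means mean replicate activation score at least 90 and every replicate individually at or above 90; inconclusive means only one of the two criteria met; inactive means neither criterion met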;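 further: higher luciferase means less miR-122 activity so hits act as miR-122 inhibitors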
INS-1E GSIS act: GLuc luminescence reporter in INS-1E cells, primary screen for activators of glucose-dependent secretion of insulin; INS-1E GLuc reporter insulin secretion, 2-3 h; activation, % at 16.6 µM; 370,000 compounds, 0.61% hits; AID 743287;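 active means lowest replicate activation of at least 40%, so every replicate reaches that level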;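 further: 0% = median of neutral control wells and 100% = median of IBMX positive control wells; some compounds called inactive have numbers as strong as hits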
EWS-Fli inh: EWS/Fli transcriptional activity inhibition | 350,000 compounds, 0.67% hits | inhibition, % at 12.6 µM | A673 NR0B1-luciferase reporter, viability-normalised;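 active means mean inhibition of at least 50% after viability correction, with every replicate also passing that limit; inconclusive means mean reaches 50% but only one of two replicates passes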;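 further: firefly luciferase signal divided by Alamar Blue viability fluorescence both relative to DMSO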
DENV2 CPE: inhibitors of DENV2 cytopathic effect. 350,000 compounds, 1.7% hits. DENV2-infected cells, cytopathic effect rescue, plate reader. CPE inhibition, % at 9.99 µM. AID 651640; in the data active means CPE inhibition above about 20%, passing the limit was not always enough; inconclusive means no clear call, values can overlap the other calls; tested in BHK-21 cells;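 further: 0% = median of neutral control wells and 100% = median of positive control wells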
PAX8 inh HTS: inhibitors of PAX8 transcriptional activity in RMG-I cells | AID 652154 | inhibition, % at 12.6 µM | 360,000 compounds, 1.2% hits | RMG-I TPO-luciferase reporter, SteadyGlo, 24 h;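 active means mean replicate inhibition at least 60% with every replicate also reaching 60%; inconclusive means only one of the two criteria is met; inactive means mean below 60% and not all replicates reaching 60%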;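 further: luciferase light reporting Pax8 driven TPO promoter activity; plate controls were median of neutral control wells for no effect and mitoxantrone controls for full effect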
F508del corr: correctors of CFTR F508del function in bronchial epithelial cells | CFBE cells, YFP halide quenching; stimulated with forskolin plus potentiator P3; % fluorescence drop versus neutral controls | activity (quench increase), % at 7.58 µM | 350,000 compounds, 0.36% hits | AID 720511;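 active means mean added fluorescence quench of at least 8% versus neutral control, with both replicates also reaching 8%; inconclusive means only one of the mean or replicate conditions met; inactive means mean below 8% and not both replicates reaching 8%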;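 further: cells transiently co-express mutant CFTR-F508del with the halide-sensitive YFP; corrector assay measuring rescue of mutant channel to the surface after 24 h compound exposure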
FN deposit inh: fibronectin deposition inhibition; inhibition, % at 12.6 µM; 350,000 compounds, 0.086% hits; AH1F fibroblasts, Alexa488-fibronectin deposition fluorescence, overnight; AID 743247;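 active means mean inhibition across replicates of 30% or more, regardless of how many single replicates reach that level; inconclusive means mean under 30% yet at least half of replicates reach 30%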;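 further: positive control wells lacked labelled fibronectin entirely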
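Test system: AH1F fibroblast monolayer depositing Alexa488-labelled fibronectin into matrix. Input: 10000 cells per well. Technique: fluorescence, ex 485 nm, em 525 nm. Buffer or medium: DMEM plus 2% serum, read in PBS. Timing: 1 h cell adhesion before compound, then overnight fibronectin incubation. Compound: single dose, pinned. Read-out basis: inhibition from reduced deposited-fibronectin fluorescence.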
The depositor's hits bear a star; ? = inconclusive; / = no result given; [ ] = remark or other dose.

1	CN(C)C(=O)COc1ccc2c(-c3ccccc3)cc(=O)oc2c1
2	COC(=O)C[C@@H]1C[C@@H]2c3cc(NC(=O)Nc4ccc(OC)cc4)ccc3O[C@@H]2[C@@H](CO)O1
3	C=CC[C@@H](CC(=O)N(CCO)Cc1ccccc1)C(=O)NC[C@H](OC(=O)[C@@H](CC=C)Cc1ccc(F)cc1)c1ccccc1
4	Cc1cc(C(=O)Nc2ccccc2)c2ccccc2n1
5	COc1cc(OC)cc(C(=O)N[C@H](C(=O)Nc2ccccc2N2CCOCC2)C(C)C)c1
6	CSc1ccc(CNc2ccc(C)cc2)cc1
7	CO[C@H]1CN(C)C(=O)c2ccc(NS(C)(=O)=O)cc2OC[C@H](C)N(C(=O)CN(C)C)C[C@@H]1C
8	CCN1C(=O)[C@H]2[C@@H](c3ccc(-c4ccc(Cl)c(Cl)c4)c(OC)c3)N[C@@](C)(C(=O)OC)[C@H]2C1=O

entry no.	1	2	3	4	5	6	7	8
miR-122 sensor	4	/	-17	2	9	-7	-13[16.7 µM]	-5
INS-1E GSIS act	25	2	-30	/	/	-6	7	-15
EWS-Fli inh	-1	/	-2	-1	/	/	3	12
DENV2 CPE	0	-7	-11	-2	/	2	-9	-12
PAX8 inh HTS	-10	-15	84*	2	15	/	4	1
F508del corr	-3.5	2.1	1.5	/	/	/	-2.3	-1.0
FN deposit inh	-6	-8	-8	-2	4	/	-10	2

Part of the list above, as tab-separated lines:
item	SMILES	miR-122 sensor	INS-1E GSIS act	EWS-Fli inh	DENV2 CPE	PAX8 inh HTS	F508del corr	FN deposit inh
5	COc1cc(OC)cc(C(=O)N[C@H](C(=O)Nc2ccccc2N2CCOCC2)C(C)C)c1	9	/	/	/	15	/	4
2	COC(=O)C[C@@H]1C[C@@H]2c3cc(NC(=O)Nc4ccc(OC)cc4)ccc3O[C@@H]2[C@@H](CO)O1	/	2	/	-7	-15	2.1	-8

(next part)
9	CN(C)C(=O)c1cccc(-c2ccc([C@@H]3[C@H]4CN(C(=O)C5CC5)CC(=O)N4[C@H]3CO)cc2)c1
10	Cc1nccn1CC(=O)N/N=C/c1cccc(O)c1
11	CC(=O)NS(=O)(=O)c1ccc2c(c1)Cc1cc(S(=O)(=O)NC(C)=O)ccc1-2
12	O=C1COc2ccc(S(=O)(=O)N3CCCCCC3)cc2N1
13	Nc1c(C(=O)NCc2ccco2)nnn1-c1ccccc1
14	C[C@H](CO)N1C[C@H](C)[C@@H](CN(C)C(=O)Cc2ccccn2)Oc2ncc(-c3cccc(C(=O)N(C)C)c3)cc2C1=O
15	CCCC#Cc1ccc([C@@H]2[C@H](CO)N3CCCCN(CC4CC4)C[C@@H]23)cc1
16	CC(C)Nc1nc(NCc2ccccc2)c2sccc2n1

entry no.	9	10	11	12	13	14	15	16
miR-122 sensor	/	-3	-6	0	-7	-2[16.7 µM]	-29[16.7 µM]	1
INS-1E GSIS act	4	16	-4	-16	/	1	-14	/
EWS-Fli inh	4	/	13	/	/	1	-21	22
DENV2 CPE	-5	/	1	-1	/	-7	7	-1
PAX8 inh HTS	-13	-14	7	-4	-125	/	3	29
F508del corr	-0.5	/	2.8	-2.5	/	-2.6	1.5	-10
FN deposit inh	-11	-2	-5	-1	-7	1	/	/

17	Cc1ccc(NC(=O)N2CCCCCC2)cc1C
18	CCCn1c(CN2CCN(C(=O)OCC)CC2)nc2cc(NC(=O)CC)ccc21
19	CNC(=O)C[C@@H]1CC[C@H]2[C@@H](COc3ccc(NC(=O)Nc4cccc(F)c4)cc3C(=O)N2C)O1
20	CCCNC(=O)C[C@@H]1C[C@@H]2c3cc(NS(=O)(=O)c4ccc(F)cc4)ccc3O[C@@H]2[C@@H](CO)O1
21	CCOc1ccc(C2C(C(=O)c3ccc(C)o3)=C(O)C(=O)N2Cc2cccnc2)cc1 (stereo not given)
22	C[C@H](CO)N1C[C@H](C)[C@H](CN(C)Cc2ccc3c(c2)OCO3)Oc2ncc(-c3cccc(F)c3)cc2C1=O
23	CCOc1ccc(C(=O)Nc2cccc(C(=O)O)c2)cc1Cl
24	CCN(CC)S(=O)(=O)c1ccc(/C=C/C(=O)Nc2ccc(Br)cc2F)cc1

entry no.	17	18	19	20	21	22	23	24
miR-122 sensor	-3	41	-21[16.7 µM]	-2[16.7 µM]	0	9[16.7 µM]	1	/
INS-1E GSIS act	/	-11	-2	1	-26	-8	-10	-41
EWS-Fli inh	-75	59*	0	4	4	16	40	/
DENV2 CPE	10	4	-1	-3	2	0	11	/
PAX8 inh HTS	/	21	-10	-8	21	-7	51	26
F508del corr	-1.5	8.6*	1.3	2.3	-1.8	1.8	-1.1	/
FN deposit inh	-6	8	3	-16	0	-15	-1	-50

25	Cc1cc(C)c(C)c(S(=O)(=O)Nc2cccnc2)c1C
26	CCc1cnc(N2[C@H](C#N)[C@H](c3ccc(C#Cc4ccccc4F)cc3)[C@@H]2CO)s1
27	Cc1cc(NC(=O)CCC(=O)N(c2cccc(F)c2)C(C(=O)NC2CCCC2)c2ccccc2)no1 (stereo not given)
28	CC(C)(C)c1ccc(/C=C(\C#N)C(=O)NC2CC2)cc1
29	C=COCCNC(=S)Nc1ccccc1
30	CC(=O)Nc1ccc(NC(=O)CSc2ccc(C(F)(F)F)cc2[N+](=O)[O-])cc1
31	O=C(CNC(=S)NC(=O)C1CCCCC1)c1ccccc1
32	CCOc1ccc(C(=O)Cn2cnc3ccccc3c2=O)cc1

entry no.	25	26	27	28	29	30	31	32
miR-122 sensor	63	/	-4	1	8	/	-6	/
INS-1E GSIS act	10	-18	5	-2	8	13	1	-20
EWS-Fli inh	-33	-22	9	-10	-7	-5	-119	-70
DENV2 CPE	-5	-12	-5	6	-4	4	-7	0
PAX8 inh HTS	-4	-8	-6	-13	-4	-10	-69	-148
F508del corr	0.6	-0.2	3.9	-1.3	0.4	-2.4	1.5	0.6
FN deposit inh	-7	11	-2	-2	-10	/	-3	-2

Single records, as listed above.
Shown for Cc1cc(C)c(C)c(S(=O)(=O)Nc2cccnc2)c1C = miR-122 sensor: 63; INS-1E GSIS act: 10; EWS-Fli inh: -33; DENV2 CPE: -5; PAX8 inh HTS: -4; F508del corr: 0.6; FN deposit inh: -7
Shown for CCc1cnc(N2[C@H](C#N)[C@H](c3ccc(C#Cc4ccccc4F)cc3)[C@@H]2CO)s1 = miR-122 sensor: /; INS-1E GSIS act: -18; EWS-Fli inh: -22; DENV2 CPE: -12; PAX8 inh HTS: -8; F508del corr: -0.2; FN deposit inh: 11
Shown for CC(=O)Nc1ccc(NC(=O)CSc2ccc(C(F)(F)F)cc2[N+](=O)[O-])cc1 = miR-122 sensor: /; INS-1E GSIS act: 13; EWS-Fli inh: -5; DENV2 CPE: 4; PAX8 inh HTS: -10; F508del corr: -2.4; FN deposit inh: /

(cont.)
33	COc1cc(C=O)ccc1OCCCCOc1ccccc1[N+](=O)[O-]
34	Cc1noc(C)c1NC(=O)N(C)C[C@@H]1OCCCC[C@H](C)Oc2ccc(NS(=O)(=O)c3ccccc3)cc2C(=O)N([C@H](C)CO)C[C@@H]1C
35	COc1ccccc1NC(=O)COC(=O)COc1ccccc1F
36	CCC(=O)NC(=S)Nc1ccccc1C(=O)NC1CCCCC1
37	O=C(Nc1cccc(Br)c1)c1ccc2snnc2c1
38	CCCNC(=O)c1cc(C2CCCN(C(=O)c3ccc(OC)cc3)C2)on1 (stereo not given)
39	CCOc1ccc(Oc2ccccc2NC(=O)CCNC(C)=O)cc1
40	O=C(CSc1nnc(CNC(=O)c2ccco2)o1)Nc1ccc(OC(F)(F)F)cc1

entry no.	33	34	35	36	37	38	39	40
miR-122 sensor	/	7[16.7 µM]	-2	/	/	4	-3	-4
INS-1E GSIS act	/	-2	/	15	14	33	/	-32
EWS-Fli inh	-16	-11	1	/	-58	-5	-4	/
DENV2 CPE	-6	-3	8	/	-3	-3	3	-2
PAX8 inh HTS	-11	-3	18	10	-12	-13	6	6
F508del corr	/	-2.0	2.7	/	3.5	0.3	-1.7	-0.6
FN deposit inh	13	-13	3	4	-2	0	0	-2

41	COc1ccccc1/C=C/C(=O)N1CCCC1
42	NNC(=O)C1CCCN1S(=O)(=O)c1ccc(Cl)cc1 (stereo not given)
43	COc1ccc(NC(C)C(=O)N/N=C/c2ccccc2OCc2cccc(Br)c2)cc1 (stereo not given)
44	CCOCC(O)CS(=O)Cc1ccccc1 (stereo not given)
45	O=C(NNC(=O)c1ccc2ccccc2c1)c1cccc(Cl)c1
46	CCN(CC)C(=O)C(Oc1ccc(C)nc1[N+](=O)[O-])c1ccccc1 (stereo not given)
47	Cc1c(C(=O)NCCn2ccc3ccccc32)cccc1[N+](=O)[O-]
48	O=C(Nc1cccnc1)c1ccc2c(c1)OCO2

entry no.	41	42	43	44	45	46	47	48
miR-122 sensor	/	/	/	-4	-1	-1	/	11
INS-1E GSIS act	7	2	-26	24	5	13	-17	/
EWS-Fli inh	-17	-5	/	/	-4	7	4	/
DENV2 CPE	0	-1	/	/	?	-1	3	/
PAX8 inh HTS	-28	-9	2	/	-37	1	10	-42
F508del corr	/	-3.4	/	/	-4.3	-0.8	0.4	/
FN deposit inh	-4	-4	4	9	-2	0	3	-9

49	C[C@@H]1CCCCO[C@@H](CN(C)Cc2ccccc2)[C@H](C)CN([C@H](C)CO)C(=O)c2cc(NC(=O)Nc3cccc4ccccc34)ccc2O1
50	CNC[C@H]1Oc2ccc(NC(=O)C3CCCCC3)cc2C(=O)N([C@@H](C)CO)C[C@H]1C
51	CC(C)C(N)c1csc(Nc2ccc(C(=O)c3ccccc3)cc2)n1 (stereo not given)
52	O=C(COC(=O)c1ccc(S(=O)(=O)NCc2ccco2)cc1)Nc1ccc(Cl)cn1
53	CC(C)CNc1ncnc2c1ncn2[C@H]1CN(Cc2ccncc2)C[C@@H](CO)O1
54	O=C(CNC(=O)c1ccco1)OCC(=O)c1ccccc1Cl
55	Cc1ccc2c(Cl)c(C(=O)Nc3cccnc3)sc2c1
56	C[C@@H]1CN(C(=O)OC(C)(C)C)CCN1c1ccc(N2CCS(=O)(=O)CC2)c(C#N)c1

entry no.	49	50	51	52	53	54	55	56
miR-122 sensor	-16[16.7 µM]	4[16.7 µM]	0	/	-5	-3	21	/
INS-1E GSIS act	-37	17	-23	6	24	-7	5	-32
EWS-Fli inh	?	-10	3	-3	3	-2	/	27
DENV2 CPE	-26	-5	-5	1	?	4	/	-6
PAX8 inh HTS	73*	-23	-7	7	-14	-2	11	27
F508del corr	-0.6	1.9	2.0	1.1	0.2	-1.7	/	1.3
FN deposit inh	1	/	14	-17	2	-5	5	1

57	N#CCCCCn1ccc(NC(=O)c2ccc(Cl)cc2O)n1
58	O=C(N[C@@H]1CC[C@H](CCNC(=O)C2CCCC2)O[C@@H]1CO)c1ccncc1
59	Cc1cccc(NC(=O)c2cccc(NC(=O)Cc3cccs3)c2)c1
60	COc1ccc(-n2c(=S)[nH]c3cc(C(=O)Nc4cccc(C)c4)ccc3c2=O)cc1
61	CN1C[C@H](O)COC[C@H]2O[C@@H](CC(=O)N3CCN(c4ccccc4)CC3)CC[C@@H]21

entry no.	57	58	59	60	61
miR-122 sensor	/	-3[16.7 µM]	/	/	0[16.7 µM]
INS-1E GSIS act	-7	7	6	-2	9
EWS-Fli inh	2	-2	-46	-6	5
DENV2 CPE	1	9	-1	/	-3
PAX8 inh HTS	-31	9	-74	28	-24
F508del corr	-1.5	-3.9	0.0	0.5	2.5
FN deposit inh	9	/	-8	1	1
